# mcGAS MS inh = inhibitors of Mus musculus cyclic GMP-AMP synthase, initial high-throughput assay, cell-free, RapidFire MS; 130,000 compounds, 0.18% hits; AID 1259397, 2018; Q8C6L5; recombinant mouse cGAS, cGAMP by RapidFire MS; inhibition, % at 12.5 µM;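 active = inhibition of cGAS enzyme activity at or above 60%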;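 also: enzyme stimulated by 45 bp dsDNA with ATP and GTP substrates; cGAMP share of summed cGAMP plus half ATP and half GTP signals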
# Target sequence (Q8C6L5 whole entry, looked up): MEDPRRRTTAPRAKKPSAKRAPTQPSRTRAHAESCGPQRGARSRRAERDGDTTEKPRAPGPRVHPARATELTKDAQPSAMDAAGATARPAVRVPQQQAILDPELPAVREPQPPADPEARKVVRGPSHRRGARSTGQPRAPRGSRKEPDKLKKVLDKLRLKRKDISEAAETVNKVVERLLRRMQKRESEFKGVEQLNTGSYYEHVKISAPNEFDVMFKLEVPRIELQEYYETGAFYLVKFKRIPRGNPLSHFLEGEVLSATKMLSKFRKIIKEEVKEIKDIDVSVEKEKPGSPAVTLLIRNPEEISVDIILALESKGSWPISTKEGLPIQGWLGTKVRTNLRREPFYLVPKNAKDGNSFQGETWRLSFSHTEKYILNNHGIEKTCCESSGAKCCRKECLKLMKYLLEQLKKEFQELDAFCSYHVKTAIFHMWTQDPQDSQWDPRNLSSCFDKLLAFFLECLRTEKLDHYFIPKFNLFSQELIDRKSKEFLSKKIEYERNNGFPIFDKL
# Active calls of the source: *; & = joins results of further samples. Only part of the results is shown, so the mix of outcomes need not match the whole.
structure | mcGAS MS inh
CCOC(=O)C1(Cc2ccc(Cl)cc2)CCN(C2CCSC2)CC1 (centres undefined) | 2
CCOC(=O)C(NC(=O)CC)(Nc1nc2c(s1)CCCC2)C(F)(F)F (centres undefined) | -5
CSC(C)C(=O)Nc1nc(-c2ccccc2)c(-c2ccccc2)o1 (centres undefined) | 0
CCN(CC)C(=O)c1ccc(Cl)c(NC(=O)c2csnn2)c1 | -10
O=C(c1n[nH]c2ccccc12)N1CC[C@@H](c2ccc(F)cc2)[C@H](O)C1 | -8
CC(C)C(CO)N(Cc1ccccc1)C(=O)Nc1cnn(C)c1 (centres undefined) | -6
NC(=O)C1CCN(C(=O)c2ccc3c(c2)[nH]c(=S)n2c4ccccc4nc32)CC1 | -2
O=C(NCc1ccccc1F)NCC1COc2ccccc2O1 (centres undefined) | -9
CCN(CC(=O)Nc1cccc2nsnc12)c1ccccc1C | -10
O=C(NCCc1cnn(-c2ccccc2)c1)C1CCC(=O)N(Cc2ccccn2)C1 (centres undefined) | -3
O=C(c1ccco1)N1CCN(C(=O)c2cc(F)ccc2C(F)(F)F)CC1 | 2
Cc1c(C(=O)NCc2cnn(Cc3ccccc3)c2)cnc2ccnn12 | -7
CC1CCc2ccccc2N1CCC(=O)Nc1cccc(Cl)c1-n1cncn1 (centres undefined) | -15
Cc1ccc(-n2nnc3c(=O)n(C/C=C/c4ccccc4)cnc32)cc1 | 0
Cc1cc2c(n1-c1ccc(S(=O)(=O)N(C)C)cc1)CC(C)(C)CC2=O | -13

# Another view of 4 compounds above:
O=C(c1n[nH]c2ccccc12)N1CC[C@@H](c2ccc(F)cc2)[C@H](O)C1
  mcGAS MS inh: -8
Cc1c(C(=O)NCc2cnn(Cc3ccccc3)c2)cnc2ccnn12
  mcGAS MS inh: -7
CCN(CC(=O)Nc1cccc2nsnc12)c1ccccc1C
  mcGAS MS inh: -10
NC(=O)C1CCN(C(=O)c2ccc3c(c2)[nH]c(=S)n2c4ccccc4nc32)CC1
  mcGAS MS inh: -2

# The results go on.
structure | mcGAS MS inh
Cc1ccc(NC2CCCN(C(=O)c3cc(Cl)c[nH]c3=O)C2)cc1C (centres undefined) | -8
Cn1c(SCC(=O)N2CCOCC2)nnc1-c1ccc(=O)n(C)c1 | -5
CCOC(=O)c1ccc2c(c1)sc(=NC(=O)c1ccn(CC)n1)n2CCSC | 8
COc1cc(Br)c(S(=O)(=O)Nc2cc(Cl)ccc2F)cc1OC | -6
COc1cc(C2=N/C(=C\C(C)=C\c3ccccc3)C(=O)O2)cc(OC)c1OC | -2
CN(Cc1ccc(CO)o1)Cc1cccc2ncccc12 | -9
CCn1cc(CN(C(=O)C2CNCCO2)C(C)C)cn1 (centres undefined) | -9
CCCn1nnc(NCc2ccc(C)cc2)n1 | -19
CC1CCN(Cc2nnnn2CCCC(=O)NC(C)c2cnn(C)c2)CC1 (centres undefined) | -1
CCc1nsc(SCc2cnn(C)c2)n1 | 1
CC1CCCC(NC(=O)C2(C)CCCO2)C1 (centres undefined) | -10
O=S(=O)(NC1Cc2ccccc2C1N1CCCCCCC1)c1ccccc1 (centres undefined) | -7
CS(=O)(=O)CCSc1cc2c(cc1Cl)OCCO2 | 0
O=C1C(=O)N(C2CCCC2)C(=O)N1CN1CCCC1c1nc2ccccc2s1 (centres undefined) | 2
CC1(C(=O)NS(=O)(=O)Cc2cccc(Cl)c2)CCN1C(=O)c1ccco1 (centres undefined) | -10
O=S(=O)(NC1CC1c1ccc(F)cc1)c1cnn(-c2ccccc2)c1 (centres undefined) | -12
Cc1ccc(NC(=O)NCCNc2cc(N3CCOCC3)nc(C)n2)c(Cl)c1 | -6
CCC1=NOC(Cn2cnc(-c3ccccc3)c2-c2ccco2)C1 (centres undefined) | -12
CCc1ccc(C(=O)Nc2c(F)cccc2N2CCCC2)o1 | -7
CC(NC(=O)N(C1CC1)C(C)c1cccnc1)c1ccccc1 (centres undefined) | -2
Cc1c(CN2CCN(c3ncccn3)CC2)noc1-c1ccc(F)cc1 | 1
COc1ccccc1-c1ccc(C(=O)N2CC[C@H](CO)[C@@H](O)C2)cc1 | -32
CN(CC(O)CO)C(=O)CCC(=O)NC1CCCCCCC1 (centres undefined) | -18
Cc1ccc(C(=O)NNC(=O)c2csc(N3CCOCC3)n2)c(C)c1 | 1
Cc1ccc(S(=O)(=O)N2CCOC(C)C2)c2cccnc12 (centres undefined) | -53
CCC(C(=O)N(C)Cc1cc(C)no1)n1cc(C(C)=O)c2ccccc21 (centres undefined) | -18
O=Cc1cc(-c2ccccc2)[nH]c1-c1ccccc1 | -32
C=CCNc1nc2c(c(=O)[nH]c(=O)n2C)n1Cc1ccccc1C | 3
COc1cccc2cc(-c3nc4ccccc4[nH]3)c(=Nc3ccc(-c4ccccc4)cc3)oc12 | 11
CC(Sc1nc2ccccc2o1)C(=O)c1c[nH]c2ccccc12 (centres undefined) | -4
C=CCn1nnc(NC(=O)c2cccc(C)c2)n1 | -9
O=C(NCc1cc(F)ccc1C(F)(F)F)c1c(OCc2cccnc2)nn2ccsc12 | -7
O=C(N=Nc1c(O)[nH]c2ccc(Br)cc12)c1ccccn1 | -8
COCCNC(=O)CSc1nnc(-c2cc3c(s2)CCC(C(C)(C)C)C3)n1C (centres undefined) | 4
COC(=O)c1c2c(nc3c1c(-c1ccco1)nn3C1CCS(=O)(=O)C1)CCC2 (centres undefined) | -7
CCC(CO)N(Cc1ccco1)C(=O)c1cn(C)c2ccc(C)cc2c1=O (centres undefined) | -21
O=S(=O)(NC1(c2ccccc2)CCC1)c1ccccc1OC(F)(F)F | -13
Cc1ccc(S(=O)(=O)NC(=O)C2(C)CCN2C(=O)c2c(C)noc2C)nc1 (centres undefined) | -17
CC(NC(=O)NC1CCCCC1)C1CC2CCC1C2 (centres undefined) | -4
CCOC(=O)c1ccc(NC(=O)C(CC(=O)O)NCCNc2ccc(S(=O)(=O)CC)cc2)cc1 (centres undefined) | 1
CCOC(=O)c1nn(-c2cccc(Br)c2)c(=O)cc1OS(=O)(=O)c1cccs1 | 3
Cc1cc(NC(=O)CN2CCN(S(=O)(=O)/C=C/c3ccccc3)CC2)on1 | -12
CSCCCNC(=O)[C@@H]1C[C@H](NC(=O)c2cccc(Cl)c2)CN1C | -28
c1ccc(Nc2ncnc3sc4c(c23)CCCC4)cc1 | -1
COc1cccc(C(=O)N2CCN(c3ccc(-n4cccn4)nn3)CC2)c1 | -13
Fc1ccc(Sc2ncnc3sc4c(c23)CCC4)cc1 | -7
Cc1nnc(NC2=NS(=O)(=O)c3ccccc32)s1 | 36
COc1ccc(N2C(=O)CSC2c2ccc(F)c(F)c2)c(OC)c1 (centres undefined) | -12
CC(=O)c1ccc(OCC(=O)Nc2ccc(S(=O)(=O)N3C(C)CCCC3C)cc2)cc1 (centres undefined) | 9
Cc1cc(C)n2nc3cccc(F)c3c2n1 | -8
CC1=NN(CCN2CCN(c3ccc(F)cc3)CC2)c2nc3c(c(=O)n(C)c(=O)n3C)n2C1 | -5
O=C(c1cccc(N2CCNC2=O)c1)N1CCN(S(=O)(=O)c2cccnc2)CC1 | -1
Cc1cnc(CNC(=O)c2cc(-c3ccccc3Cl)oc2C)cn1 | -5
Oc1ccc(-c2nc3ccccn3c2NC2CCCCC2)cc1 | -6
COc1ccc(S(=O)(=O)n2nc(C)c(S(=O)(=O)N3CCCCC3)c2C)cc1OC | 0
COC(=O)c1cc(OC)c(OC)cc1NC(=O)c1cc2ccccc2o1 | -8
CC(Sc1nncs1)C(=O)NCc1ccc(N2CCN(C)CC2)nc1 (centres undefined) | 2
N#Cc1ccccc1CN1CCN(c2ncc(C(=O)N3CCOCC3)s2)C1=O | -8
CNC(=O)CC1CCN(C(=O)CCn2ccc3ccccc32)CC1 | 1
CC1CCCN(c2cc(C(=O)NCc3ccccn3)c3ccccc3n2)C1 (centres undefined) | -2

# (listing goes on)
structure | mcGAS MS inh
NC(=O)COc1cccc(NC(=O)/C=C/c2ccc(Cl)c(C(F)(F)F)c2)c1 | 9
CCC1CN(Cc2cnc3c(S(C)(=O)=O)cnn3c2)CCN1C(C)C (centres undefined) | -24
NC(=O)[C@@H]1CCCN1C(=O)CN1C(=O)C(Oc2ccccc2)C1c1ccccc1 (some centres undefined) | -3
COc1ccc(C(=O)N2CCc3cc(F)ccc3C2C)nn1 (centres undefined) | -4
COc1ccc(CNc2ccc(N3CCN(C)CC3)nc2)cc1C#N | -6
CCc1cc(NCc2cccnc2-n2ccnc2)nc(N(C)C)n1 | -23
O=C(c1cc(COc2ccc(F)c(F)c2)on1)N1CCSCC1 | -2
CC(C(=O)NC1(C#N)CCCCC1)N(C)CCOc1ccc(Cl)cc1 (centres undefined) | -9
CC(C)c1ccc(C(=O)O)cc1S(=O)(=O)Nc1ccc(=O)n(C)c1 | 0
C=C(C)COc1ccccc1C(=O)N(C)Cc1csc(C)n1 | -7
Cn1c(=NNC(=O)CN2CCSC2=O)sc2ccccc21 | -9
CC(=O)Nc1cncc(-c2c(C)noc2C)n1 | -2
CN(Cc1ccccc1)Cn1nc(-c2cccnc2)n(C2CC2)c1=S | -4
O=C(Cc1ccc(Br)cc1)Nn1c(C2CC2)n[nH]c1=S | 8
COC(=O)CCCC(=O)NCCc1nc2ccccc2[nH]1 | -9

# 2 entries from above in a different format:
Cc1c(CN2CCN(c3ncccn3)CC2)noc1-c1ccc(F)cc1
  mcGAS MS inh: 1
COc1ccccc1-c1ccc(C(=O)N2CC[C@H](CO)[C@@H](O)C2)cc1
  mcGAS MS inh: -32

# Continuation.
structure | mcGAS MS inh
Cc1cc(=O)n2nc(CSc3nnc(-c4cccs4)n3C3CC3)sc2n1 | -5
FC(F)(F)c1cc(-c2ccco2)nc2c1cnn2Cc1cccnc1 | -6
COc1ccc(Cn2c(=O)c(N3CCOCC3)nc3cc4c(cc32)OCCO4)cc1F | -8
O=C1CC(C(=O)NC2CCC(n3cnnc3)CC2)c2ccccc21 (centres undefined) | -10
CCOC(=O)CNC(=O)N1CCCC(Cc2ccccc2)(C(=O)OCC)C1 (centres undefined) | 2
CN(C(=O)C1=CN2CCN(Cc3ccccc3C(F)(F)F)C(=O)N=C2O1)c1ccccc1 | -5
CCN(CC)C(=O)CCCC(=O)N1CSCC1C(=O)Nc1ccc(F)cc1 (centres undefined) | -1
CNc1cncc(-c2cnn(C)c2)n1 | -1
CN(C)CC1(O)CCCN(S(=O)(=O)c2ccc(F)cc2Cl)CC1 (centres undefined) | -34
Cc1cc(C2CCC2)nc(N2CCC3(CCNC(=O)CC3)CC2)n1 | -5
CN(C(=O)C1=NN(Cc2ccccc2)C(=O)CC1)c1cccnc1 | -9
Cc1nc2c(c(=O)[nH]1)CCN(S(=O)(=O)c1cc(Cl)ccc1Cl)C2 | -9
Cc1cnccc1NC(=O)CCc1ccc(Cl)s1 | 6
Cc1cc(C)c(NC(=O)COc2cccc(OCC(F)(F)F)c2)c(Cl)c1 | 1
OCC1(Cc2ccccc2)CCN(Cc2cnc(-c3cccc4ccccc34)nc2)CC1 | -1
CCNC(=O)NC1CC(=O)N(CC(C)(C)C)C1 (centres undefined) | 5
CC(C)CN1CCNC(=O)C1CC(=O)N(C)Cc1cccc(C(F)(F)F)c1 (centres undefined) | -7
COc1ccc(C(=O)NC2CC2)cc1OC1CCN(Cc2nccn2C)CC1 | -13&-2
C=CCN(Cc1ccc(C)s1)C(=O)c1cnc(-c2ccccc2)[nH]1 | -21
COC(=O)c1cccc(S(=O)(=O)NC(C)Cc2ccco2)c1 (centres undefined) | -1
Cc1nc2n(n1)C(=O)C(C(c1cccc(Cl)c1)N1CC(C)OC(C)C1)S2 (centres undefined) | -10
CC(C)CCOC(C)C(=O)Nc1cccc(NC(=O)C(C)(C)C)c1 (centres undefined) | -4
Cc1ccc(OCCNC(=O)N2CCN(S(=O)(=O)c3ccc(F)cc3)CC2)cc1 | -9
CC(C)(C)c1nc(CN2CCCC2c2ccc[nH]2)cs1 (centres undefined) | -7
COc1ccc(CNc2ccc(S(=O)(=O)C(F)(F)F)cc2)cc1O | 7
Cc1nc(N)[nH]c(=O)c1CCOC(=O)CCc1cccc(Br)c1 | -1
Cc1ncc(CC(=O)NC2CC(=O)N(C3Cc4ccccc4C3)C2)c(=O)[nH]1 (centres undefined) | -12
O=C(Nc1nncs1)c1cc2c(s1)CCC2 | 5
Cn1c(=O)c2c(ncn2CC(=O)NC(=O)NC2CCCCC2)n(C)c1=O | -6
CC(=O)c1c(C)nn(CC(=O)Nc2ccnn2C2CCCCC2)c1C | -11
Cc1n[nH]c(C)c1CN1CC[C@@H](c2ccc3c(c2)OCO3)[C@H](O)C1 | -7
O=C(Nc1ccc2c(c1)CCO2)c1cc(Cl)cc(Cl)c1 | 0
CC(C)N=c1ccccn1C(=O)c1cnc(-c2ccccc2)s1 | -13
Cc1nonc1CN(C)C(=O)CSCc1ccccc1Cl | 11
C=CCNc1nnc(Cc2ccc(C)cc2)c(=O)[nH]1 | -6
COc1cc(/C=c2\sc3nc4cc(Br)cnc4n3c2=O)ccc1O | 72*
CC1(C(=O)Nc2cccc(NS(C)(=O)=O)c2)CCN1CC1CCCCC1 (centres undefined) | -5
CC(c1ccc(S(N)(=O)=O)cc1)N(C)c1nccc(C(F)(F)F)n1 (centres undefined) | -2
COc1ccc(-c2nnc(SCC(=O)c3ccccc3)o2)cc1 | -9
Cc1ccccc1Cn1c(C)c(C(=O)NCc2ccccc2C(F)(F)F)sc1=O | -4
